High-throughput results deposited in PubChem by several laboratories.
P. falciparum M1AAP = malaria alanyl aminopeptidase activity blockers – biochemical, fluorogenic H-Leu-NHMec substrate, 1536-well (AID 1445). recombinant M1AAP, H-Leu-NHMec fluorogenic kinetic assay; higher % means a stronger effect. inhibition, % at 30 µM; hits with a dose series show IC50 in µM. hit rate 0.42% among 220,000;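 active = primary inhibition above the hit cutoff, then over 50% inhibition at one or more dose response concentrations, cut at about 23% in these data, passing the limit was not always enough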;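 note: plate controls were DMSO full reaction for no effect and no enzyme background for full effect; strong numbers were not always called active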
Dynein transport = blocks dynein driven cargo transport along microtubules; AID 1381; z-score, hits read low; hit rate 0.47% among 220,000; 3617.4 mouse cells, GR-EGFP nuclear translocation imaging; test concentration mostly 20 µM; stimulated with dexamethasone, 1 µM; hits give low values;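 active = plate z-score of nuclear minus cytoplasmic receptor signal below a set negative limit, without overly bright fluorescence or cell loss, cut at about -3.5 in these data, passing the limit was not always enough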;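 note: z-score of nuclear minus cytoplasmic ring GR-EGFP intensity difference per well; some compounds called inactive have numbers as strong as hits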
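Buffer or medium: tetracycline-free induction medium containing charcoal-stripped FBS / Reagent: dexamethasone agonist, 1.0 µM final, for 30 min / Technique: automated 10x imaging of fixed Hoechst-stained cells / Times: induction 48 h, compound 1 h, agonist 30 min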
P. falciparum M17LAP = P. falciparum M17LAP inhibitors, primary screen, biochemical, fluorogenic H-Leu-NHMec substrate, 1536-well (AID 1619) | recombinant M17LAP, H-Leu-NHMec fluorogenic kinetic assay; higher % means a stronger effect | inhibition, % at 30 µM, or IC50 in µM where a hit was titrated | hit rate 0.38% among 220,000;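 active = compound inhibiting the enzyme by more than half at any dose during confirmatory dose-response retesting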;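 note: plate controls were full reaction with DMSO carrier for no effect and no enzyme background for full effect; strong numbers were not always called active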
NOD1 inhibition = inhibition of NOD1-driven NF-kB reporter – cell-based, luminescence, uHTS, primary screen (AID 1578); NOD1-driven NF-kB luciferase reporter cells, luminescence; higher % means a stronger effect; inhibition, % at 4 µM, or EC50 in µM where a hit was titrated; hit rate 1% among 290,000; in the data active = inhibition mostly above about 36%, no sharp cut-off; inactive = mostly below about 34%;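 note: HEK-293T reporter cells stimulated with the NOD1 agonist gamma-tri-DAP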
GPR55 activation = selective activators of receptor GPR55 – imaging, U2OS cells, beta-arrestin-GFP redistribution, primary screen (AID 1961). activation, % at 10 µM, or EC50 in µM where a hit was titrated. hit rate 0.048% among 290,000. U2OS GPR55 beta-arrestin-GFP redistribution imaging; higher % means a stronger effect;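 active = activation above 40% with more than 50 cells counted in the well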;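 note: U2OS osteosarcoma cells stably expressing GPR55 and beta-arrestin-GFP; plate controls were DMSO negative control for no effect and LPI positive control for full effect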
KOR beta-arrestin-1 = kappa opioid receptor activators – cell-based, luminescence, uHTS, primary screen (AID 1777); KOR beta-arrestin recruitment, luminescence; higher % means a stronger effect; activation, % at 10 µM; hits with a dose series show EC50 in µM; hit rate 0.02% among 280,000; in the data active = activation above about 50%, passing the limit was not always enough; note: a part of the inactive calls stands beside numbers as strong as those of hits
KOR beta-arrestin-2 = kappa opioid receptor blockers – cell-based, luminescence, uHTS (AID 1778); KOR beta-arrestin recruitment, luminescence, antagonist mode; higher % means a stronger effect; inhibition, % at 10 µM, or IC50 in µM where a hit was titrated; hit rate 0.091% among 290,000; note: strong numbers were not always called active
AID2073 = inhibitors of Mint1-CaV2.2 protein interaction, biochemical, HTRF (AID 2073); hit rate 0.19% among 290,000; inhibition, % at 20 µM; hits with a dose series show IC50 in µM; HTRF protein-protein interaction, Mint1-CaV2.2; higher % means a stronger effect; in the data active = inhibition mostly above about 51%, no sharp cut-off; note: some results filed as inactive read as strong as hits
NOD2 inhibition = inhibition of NOD2-driven NF-kB reporter – cell-based, luminescence, uHTS, HEK293 (AID 1566). HEK293 NOD2/NF-kB luciferase reporter, luminescence; higher % means a stronger effect. one-dose inhibition, % at 4 µM; EC50 in µM for titrated hits. hit rate 0.63% among 290,000; note: many of its hits are not listed in these tables
Dynein transport cytoplasmic EGFP = recorded beside Dynein transport, whose call it bears; z-score; measured here: cytoplasmic GR-EGFP intensity; hits give high values
Dynein transport nuclear GR-EGFP = second read-out of Dynein transport, no call of its own (marks repeat the call); z-score; measured here: nuclear GR-EGFP intensity;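 lower value marks the stronger effect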
Dynein transport cell count = further read-out of Dynein transport, marked with its call; z-score; measured here: cell count per field
Active calls of the source: *; / = no result given; [ ] = dose if it differs, or a comment. Cut-off read from the data, not from the text of the source, unless noted: active = inhibition above about 50%; inactive = the rest.

SMILES	P. falciparum M1AAP	Dynein transport	Dynein transport cytoplasmic EGFP	Dynein transport nuclear GR-EGFP	Dynein transport cell count	P. falciparum M17LAP	NOD1 inhibition	GPR55 activation	KOR beta-arrestin-1	KOR beta-arrestin-2	AID2073	NOD2 inhibition
O=C(CC1CCCCC1)c1c(O)c2ccccc2oc1=O	3%	-0.84	-0.15	0.1	2.3	16%	-3%	-0.1%	-1.8%	18%	1%	-9%
O=S(=O)(/N=C(/c1ccccc1)N1CCOCC1)c1ccc(Br)cc1	/	/	/	/	/	/	-4%	-0.2%	0.0%	16%	2%	12%
OCC1C2c3ccccc3C(c3ccccc32)C1CO (stereo not drawn)	-1%	-0.14	-0.25	-0.28	-0.31	-7%	-5%	0.2%	-2.0%	11%	6%	6%
O=C(/C=C/c1ccccc1)N1CCN(c2cccc(Cl)n2)CC1	0%	0.77	-0.12	-0.37	-0.16	0%	7%	-0.1%	3.9%	-27%	23%	-19%
CC1CCCN(S(=O)(=O)c2ccc(NC(=O)CN3CCCCC3)cc2)C1 (stereo not drawn)	/	/	/	/	/	/	5%	0.4%	3.9%	-3%	38%	-4%
O=C(NCc1ccccc1)C1=C[C@H](c2ccc(C(F)(F)F)cc2)C[C@H](OCc2ccc(CO)cc2)O1	3%	2.7	-0.2	2.2	-1.4	2%	-17%	-0.2%	-5.2%	10%	7%	15%
Cc1ccc(CNC(=O)CSCc2ccccc2)cc1	4%	-0.68	-0.33	-0.31	1.1	-3%	2%	0.5%	-1.0%	20%[20 µM]	8%	-16%
COc1cc2c(cc1OC)/C(=C/C(=O)c1cccc([N+](=O)[O-])c1)NCC2	/	/	/	/	/	/	6%	0.0%	-6.1%	-25%	7%	14%
Fc1ccccc1Cc1noc(CN2CCN(c3ccc(Cl)cn3)CC2)n1	-1%	0.43	-0.26	0.54	-0.5	-5%	-12%	-0.3%	-2.6%	-10%	10%	4%
NC(=O)Cn1cc(/C=N/NC(=O)c2ccc(Cn3cc(Cl)cn3)o2)c(-c2ccccc2)n1	/	/	/	/	/	/	-20%	-0.1%	-2.5%	17%	5%	1%
CN(C)C(=O)c1cn(-c2ccccc2)nc1-c1cccs1	4%	-0.62	0.41	0.05	0.57	10%	0%	0.6%	0.4%	0%	1%	16%
O=C(CN1CCN(c2ccccn2)CC1)Nc1ccc([N+](=O)[O-])cc1C(=O)Nc1ccccc1F	/	/	/	/	/	/	-37%	-0.1%	-1.5%	-27%	1%	26%
CCCOc1ccc(CNC(=O)c2ccc3c(c2)N(CC)CCS3)cc1	/	/	/	/	/	/	40%	0.5%	2.3%	-16%[20 µM]	32%	15%
COc1ccc(/C(N)=N/OC(=O)CCC2CCCC2)cc1	/	/	/	/	/	/	-30%	0.2%	3.7%	-21%	-2%	2%
CC(=O)CSc1nnc(-c2ccco2)n1-c1ccccc1	/	/	/	/	/	/	-11%	-0.1%	0.2%	3%	18%	-1%
C#CCOC(=O)CCCC(=O)Nc1ccccc1OC	7%	0.52	-0.2	1	0.34	9%	-7%	-0.2%	6.2%	-28%	-2%	-11%
COc1ccc(NC(C)=O)cc1S(=O)(=O)Nc1ccc2c(c1)OCCO2	3%	-0.17	-0.26	0.021	0.31	-1%	6%	0.2%	/	-4%[20 µM]	-10%	14%
COc1ccc(N=C2SCC(=O)N2CCc2ccc(OC)c(OC)c2)cc1	1%	-0.078	-0.17	0.34	0.12	3%	0%	0.2%	23%	23%	-10%	18%
Cc1ccc(Nc2nc(C(=O)N3CCC(C(=O)N4CCN(C)CC4)CC3)cs2)cc1	5%	3.2	0.22	2.5	-2.4	33%	-3%	-0.2%	-1.9%	0%	-1%	-3%
CCCCCCC1CC(CCc2nc(=S)[nH][nH]2)C(=O)O1 (stereo not drawn)	-20%	0.44	-0.17	-0.093	-1.4	29%	0%	-0.3%	8.1%	7%	6%	-27%
COc1ccc(OC)c(C(=O)CN2C(=O)NC(C)(c3ccccc3)C2=O)c1 (stereo not drawn)	5%	0.71	-0.2	0.0097	-0.0098	0%	2%	-0.1%	0.3%	7%	10%	16%
NC(=O)COc1ccc(NS(=O)(=O)Cc2ccccc2)cc1	/	/	/	/	/	/	-26%	-0.1%	1.0%	-19%	3%	-2%
Cc1csc2nc(NC(=O)c3ccccc3)sc(=O)c12	4%	-0.19	-0.24	0.32	0.49	-7%	-6%	0.0%	1.8%	9%	24%	-6%
O=S(=O)(NC1CC1)c1cccc(S(=O)(=O)N2CCCC2)c1	4%	-0.037	-0.035	0.37	-0.43	-9%	-10%	-0.2%	1.4%	-20%	-6%	4%
Cc1ccccc1S(=O)(=O)Cc1ccc(C(=O)NC(C)c2ccc3c(c2)OCCO3)o1 (stereo not drawn)	-2%	-0.43	-0.031	-0.21	0.047	10%	4%	-0.1%	1.0%	-27%	-2%	9%
Following part
SMILES	P. falciparum M1AAP	Dynein transport	Dynein transport cytoplasmic EGFP	Dynein transport nuclear GR-EGFP	Dynein transport cell count	P. falciparum M17LAP	NOD1 inhibition	GPR55 activation	KOR beta-arrestin-1	KOR beta-arrestin-2	AID2073	NOD2 inhibition
CCc1nc(N[C@@H](CC(C)C)C(=O)O)c2oc3ccccc3c2n1	4%	-0.43	-0.27	-0.43	1.2	16%	-4%	-0.1%	4.7%	-43%	25%	3%
CCC/C(O)=C1\C(=O)CC(C)(C)CC1=Nc1ccccc1OC	6%	/	/	/	/	9%	-15%	0.2%	3.7%	-14%	-3%	4%
O=C(COc1ccc(/C=C\[N+](=O)[O-])cc1)N1CCOCC1	7%	-5*	2.3*	-2.5*	1.1*	6%	5%	36%	2.2%	-72%	13%	-15%
COc1ccc(/C(N)=N/OC(=O)CCc2ccccc2)cc1OC	-2%	-1.2	-0.23	-0.64	0.38	-3%	-45%	-0.1%	-6.0%	3%	-6%	-2%
CC(=O)NC1=NC(=O)/C(=C/c2cn(C(C)=O)nc2-c2ccccc2)S1	17%	-0.35	0.11	0.15	1	5%	34%	0.1%	-4.2%	22%	/	18%
C=CCN1C(=O)c2oc3ccccc3c(=O)c2C1c1ccc(O)c(OC)c1 (stereo not drawn)	5%	0.23	-0.32	0.37	0.29	-3%	-7%	-0.1%	0.1%	-29%	-1%	-7%
O=C(O)Cn1cc(C(=O)c2cccs2)c2ccccc21	6%	-0.18	-0.25	-0.73	1.5	30%	/	-0.1%	-1.9%	-4%	4%	-2%
Cc1ccc(C)c(N2CCN(C(=O)CNS(=O)(=O)c3cccs3)CC2)c1	1%	0.62	-0.11	0.18	-1.8	-1%	16%	0.2%	0.6%	12%	1%	9%
COc1ccc2nc3ccccc3nc2c1	5%	0.056	-0.26	0.019	-0.47	8%	-60%	-0.2%	6.1%	-15%	24%	-39%
O=C(CN(C(=O)c1ccccc1Cl)N1C(=O)C2C3C=CC(C3)C2C1=O)c1cccs1 (stereo not drawn)	5%	-0.78	-0.18	0.23	0.33	7%	-17%	0.2%	-3.1%	8%	0%	-1%
CCOc1cccc(NC(=O)C2CC(=O)N(C)C(=Nc3cccc(F)c3)S2)c1 (stereo not drawn)	1%	-0.9	-0.27	-0.31	0.65	0%	74%*	-0.1%	2.9%	-4%	-11%	2%
CCO/N=C1\C(=O)N(c2ccccc2)c2ccccc21	4%	0.86	-0.32	0.8	-0.35	-6%	-4%	-0.3%	-6.4%	32%	-2%	8%
Cc1cc(OC(=O)c2ccc(Cl)cc2)cc(=O)n1C	15%	0.21	-0.19	0.6	0.18	11%	28%	0.0%	-1.8%	0%	-7%	10%
Fc1ccc(NCc2cn3ccccc3n2)cc1	6%	1.2	-0.16	0.79	-0.98	1%	-66%	-0.2%	10%	4%	-6%	-64%
Cc1ccc(Oc2ccc(C(=O)NC3CCSC3=O)cn2)cc1 (stereo not drawn)	1%	1.4	-0.12	0.52	-0.94	13%	6%	-0.2%	-0.1%	-7%	-3%	15%
Cc1[nH]nc2c1C(c1ccc(OC(=O)c3ccco3)cc1)C(C#N)=C(N)O2 (stereo not drawn)	4%	-0.39	-0.18	0.14	-0.14	-6%	14%	0.0%	1.3%	-14%	19%	18%
CSC(=NS(=O)(=O)c1ccccc1)SC	3%	-0.68	-0.42	-0.12	-0.0076	-2%	-4%	-0.2%	-2.3%	-3%	0%	-8%
CCC1C(=O)NCCN1Cc1nc(-c2ccc(C)s2)oc1C (stereo not drawn)	-1%	0.04	-0.23	0.34	-0.033	12%	-12%	-0.1%	/	10%[20 µM]	6%	3%
CN(C)S(=O)(=O)c1ccc(C(=O)Nc2ccc3ncccc3c2)cc1	/	/	/	/	/	/	-37%	-0.3%	-1.2%	-68%[20 µM]	-6%	-16%
c1ccc(-n2ncc3c(NCc4cccs4)ncnc32)cc1	-1%	0.41	-0.2	0.81	0.45	2%	-52%	-0.1%	-0.5%	-11%	3%	-66%

This is a subset; rates above refer to the full screens.
